TEAD-YAP inh: TEAD-YAP interaction inhibition | inhibition, % at 9.12 µM | HEK-TIYL cells, TEAD-Gal4/YAP UAS-luciferase luminescence | 640,000 tested, 1.4% active; in the data active means inhibition above about 32%;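 further: 0% = median of test compound wells and 100% = reference inhibitor wells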
GPR151 activ: human GPR151 activation; 650,000 tested, 1% active; AID 1508602; PathHunter beta-arrestin GPR151 cells, luminescence; Q8TDV0; activation, % at 11.2 µM; in the data active means activation above about 4.9%;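 further: 0% = median of compound wells and 100% = cells with positive control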
Target sequence (Q8TDV0 whole entry, looked up): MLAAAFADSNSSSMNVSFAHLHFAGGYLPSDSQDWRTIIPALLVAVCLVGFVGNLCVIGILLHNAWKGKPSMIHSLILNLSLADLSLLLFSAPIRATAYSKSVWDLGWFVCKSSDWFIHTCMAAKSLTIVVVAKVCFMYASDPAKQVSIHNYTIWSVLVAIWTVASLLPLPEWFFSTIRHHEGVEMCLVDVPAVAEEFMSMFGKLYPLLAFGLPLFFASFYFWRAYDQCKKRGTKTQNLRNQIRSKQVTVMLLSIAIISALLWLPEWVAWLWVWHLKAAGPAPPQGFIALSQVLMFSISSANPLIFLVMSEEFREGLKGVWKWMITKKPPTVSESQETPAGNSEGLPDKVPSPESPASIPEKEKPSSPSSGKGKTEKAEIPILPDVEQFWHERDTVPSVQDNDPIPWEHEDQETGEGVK
MITF primary: blocks human microphthalmia-associated transcription factor; inhibition, % at 2.6 µM; 650,000 tested, 0.91% active; O75030; AlphaScreen MITF homodimerization, bead proximity signal; in the data active means inhibition above about 50%;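 further: 0% = vehicle wells with protein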
Target sequence (O75030 whole entry, looked up): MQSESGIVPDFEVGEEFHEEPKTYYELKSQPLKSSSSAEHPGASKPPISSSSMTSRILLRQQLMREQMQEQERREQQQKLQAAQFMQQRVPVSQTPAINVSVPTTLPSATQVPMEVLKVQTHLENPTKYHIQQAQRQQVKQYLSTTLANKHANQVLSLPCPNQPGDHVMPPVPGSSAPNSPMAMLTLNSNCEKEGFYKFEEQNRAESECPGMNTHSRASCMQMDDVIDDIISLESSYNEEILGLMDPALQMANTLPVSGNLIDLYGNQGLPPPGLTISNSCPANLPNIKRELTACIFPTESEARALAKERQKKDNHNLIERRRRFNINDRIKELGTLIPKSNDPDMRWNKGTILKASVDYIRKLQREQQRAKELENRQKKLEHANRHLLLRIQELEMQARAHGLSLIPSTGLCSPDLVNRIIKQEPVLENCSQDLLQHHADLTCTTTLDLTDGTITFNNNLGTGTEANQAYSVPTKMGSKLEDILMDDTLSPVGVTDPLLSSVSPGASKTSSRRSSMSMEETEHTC
FBW7 activator: activators of human E3 ligase FBW7. normalized activity (activation), % at 26.1 µM. AID 1259310. AlphaScreen FBW7–phospho-cyclin E peptide binding, activator screen. 650,000 tested, 0.13% active; in the data active means normalized activity above about 1.9%;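 further: purified mutant Fbw7 with reduced substrate affinity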
* = called active by the depositor; . = not tested or not shown.

molecule	TEAD-YAP inh	GPR151 activ	MITF primary	FBW7 activator
Cc1ccc(OCCn2c(C)c(/C=N/n3cnnc3)c3ccccc32)cc1	-6	0.1	7	0.0
O=C(Nc1cccc(Cn2cccn2)c1)c1ccccc1[N+](=O)[O-]	11	1.1	12	0.1
CCN1/C(=C/C(=O)C2CC2)Sc2ccccc21	-6	-0.6	-3	-0.2
CC(C)C[C@H]1NC(=O)[C@H]2CN(Cc3nc(-c4ccccc4)cs3)CCN2C1=O	-1	-0.1	-4	0.0
O=C1Nc2ccc(Cl)cc2/C1=C/C1CC=CCC1 (stereo unspecified)	15	-0.1	-3	0.1
CC1=C(C#N)C(c2ccc(Cl)cc2)C2=C(CC(c3ccccc3)CC2=O)N1 (stereo unspecified)	18	-0.1	-8	-0.1
N#Cc1ccccc1OCC(=O)N/N=C/c1cccc(Br)c1	-2	0.2	-3	-0.3
CCNc1nc(Oc2ccc(OCCOc3ccccc3C)nn2)nc(N(C)C)n1	6	-0.1	13	0.1
CN1C(=O)N(C)C2CC1N(C)C(=O)N2C	4	0.0	10	0.2
Cc1ccc2nc(-c3cccc(NC(=O)c4cccc(Cl)c4Cl)c3)oc2c1	-3	-0.4	1	0.1
CCOc1ccc(NC(=O)CSC2=C(C#N)C(c3ccc(C(C)C)cc3)CC(=O)N2)cc1 (stereo unspecified)	14	1.5	5	0.3
CCOC(=O)c1c(C)[nH]c(C(=O)COC(=O)c2cn(CC)c3nc(C)ccc3c2=O)c1C	-2	-0.2	0	-0.1
FC(F)(F)COc1nc(Nc2ccc(OC(F)(F)F)cc2)nc(N2CCOCC2)n1	-5	-2.4	13	0.9
CCc1noc(C2CC(=O)N(c3ccccc3F)C2)n1 (stereo unspecified)	-8	1.1	-2	-0.1
CS(=O)(=O)CCC(C(=O)N1CCOCC1)N1Cc2ccccc2C1=O (stereo unspecified)	-1	-0.2	5	0.1
CC1CC(C)CN(S(=O)(=O)c2ccc(C(=O)N(Cc3ccccc3)Cc3ccccc3)cc2)C1 (stereo unspecified)	-3	1.3	-3	-0.1
CCOC(=O)C1CCN(c2cc(Nc3cc(OC)c(OC)c(OC)c3)c3c4c(onc24)-c2ccccc2C3=O)CC1	10	-1.3	34	-1.6
CCC(=O)Nc1ccc(C2=NNC(=Nc3ccccc3F)SC2)cc1	-73	0.3	0	-0.1
COC(=O)c1c(N2C(N)=C(C#N)C(c3cccc([N+](=O)[O-])c3)C3=C2CCCC3=O)sc2c1CCCC2 (stereo unspecified)	5	0.3	9	0.2
COc1ccc(O)c(/C=N/NC(=O)c2nc3nc(C)cc(C)n3n2)c1	0	-0.2	4	-0.8
CCNC(=O)N1CCC(n2nccc2NC(=O)CCOc2ccccc2)CC1	4	1.1	13	0.0
COc1ccc(OC)c(NC(=O)c2c(NCc3ccc(C)o3)sc3c2CCC(C)C3)c1 (stereo unspecified)	15	-0.1	12	0.4
Cc1ccc(S(=O)(=O)C(CNC(=O)C(C)(C)C)c2ccco2)cc1 (stereo unspecified)	5	-0.3	6	0.0
N#Cc1cc(C#N)c(SCC(=O)Nc2sc3c(c2C#N)CCCC3)nc1N	0	0.7	-1	0.0
COc1ccc(S(=O)(=O)N2CC(C(=O)O)Oc3ccc(Cl)cc32)cc1 (stereo unspecified)	-7	-0.7	-1	-0.1
COc1ccc(CN[C@H]2C[C@H]3C(=O)N[C@@H](Cc4ccc(O)cc4)C(=O)N3C2)cc1	4	1.4	-6	-0.2
CC(Sc1ncnc2c1c(-c1ccccc1)cn2-c1ccc(F)cc1)c1ccccc1 (stereo unspecified)	-3	0.6	-5	-0.1
CCCc1cc(=O)[nH]c(SCC(=O)NC(C)c2ccccc2)n1 (stereo unspecified)	1	0.7	9	0.1
COc1ccc(COC(=O)c2nonc2NCn2nc(C)cc2C)cc1[N+](=O)[O-]	-3	-0.3	12	-0.1
COc1ccccc1CC(=O)NNS(=O)(=O)c1ccc([N+](=O)[O-])cc1	5	0.8	12	0.0
COC(=O)C1=C(O)/C(=C\c2ccc3c(c2)OCO3)SC1=Nc1ccccc1	11	0.7	46	-0.2
COc1ccc(OC)c(C(c2nnnn2C(C)(C)C)N2CCc3ccccc3C2)c1 (stereo unspecified)	10	2.2	5	-0.1
CN(C)c1ccc(-c2nc3ccccc3n2CCCOc2ccccc2)cc1	-56	-0.7	13	0.3
Cc1ccc2nc(C)cc(C(=O)NCC3Cc4cc(F)cc(-c5cncnc5)c4O3)c2c1 (stereo unspecified)	4	1.6	7	-0.2
Cc1ccccc1NC(=O)Cc1ccc(F)cc1	6	1.1	5	-0.1
Cc1cc(OCCOCCn2ccnc2)cc(C(C)C)c1	-5	-0.7	44	0.1
O=C(c1ccccc1Br)N(Cc1ccc(Cl)cc1)C1CCS(=O)(=O)C1 (stereo unspecified)	0	4.5	3	0.1
COC(=O)c1ccc(-n2c(C)cc(/C=N\n3cnnc3)c2C)cc1	-15	1.7	-3	0.0
COc1cc2c(cc1OC)C(COc1ccc([N+](=O)[O-])cc1)N(C(=O)/C=C/c1ccc3c(c1)OCO3)CC2 (stereo unspecified)	4	-1.1	-1	0.0
O=C(CSc1nnc(-c2cccc(S(=O)(=O)N3CCCCC3)c2)o1)c1cccs1	5	-1.1	24	0.1
COc1ccccc1CC1S/C(=N\N=C/c2cccc([N+](=O)[O-])c2)NC1=O (stereo unspecified)	-4	2.0	8	0.6
CCc1ccc(N2NC(=O)/C(=C/c3ccc(N4CCOCC4)cc3)C2=O)cc1	-6	0.1	3	0.0
O=C1NC(=Nc2ccccc2)S/C1=C\c1ccc(-c2cccc(C(F)(F)F)c2)o1	1	0.4	4	0.1
CC(C)(C)NC(=O)C(c1cccnc1)N(Cc1ccccc1)C(=O)c1csnn1 (stereo unspecified)	1	-0.4	1	0.1
CCn1ccnc1CN1CCN(Cc2ccc(C)cc2)C(CCO)C1 (stereo unspecified)	1	3.4	21	0.0
Cc1c(Cl)c([N+](=O)[O-])nn1CC(=O)Nc1sc2c(c1C#N)CCC(C)C2 (stereo unspecified)	1	-1.0	14	0.2
Cc1ccccc1OCC(=O)Nc1nnc(-c2ccn(C(C)C)n2)o1	5	0.6	-4	-1.1
CCC(Sc1nnc(-c2ccc(OC)c(OC)c2)c(-c2ccc(OC)c(OC)c2)n1)C(=O)NC1CCCCC1 (stereo unspecified)	8	-1.6	16	0.9
Cn1cc(C(=O)Nc2ccc(Oc3ccccc3)cc2)nn1	-46	-3.1	0	0.0
Cc1ccc(/C=C2/SC(=S)N(C(C)C)C2=O)o1	-2	0.3	15	-0.2

(more compounds)
molecule	TEAD-YAP inh	GPR151 activ	MITF primary	FBW7 activator
O=C1CCC(N2CCN(c3ccc(F)cc3)CC2)CCN1Cc1ccc(F)c(F)c1 (stereo unspecified)	6	-0.7	-6	-0.1
CCOc1ccccc1/C=C1\N=C(c2cc(C)ccc2[N+](=O)[O-])OC1=O	0	1.0	2	-0.1
CCNC(=S)NNC(=O)c1ccc(N2CCCC2=O)cc1	-5	-2.5	8	0.1
COc1c(Br)cc(Br)cc1C(=O)Nc1ccc(C(C)=O)cc1	-47	-0.6	-9	0.4
Cc1cc(C)c2nc(N3CCCC(C(=O)NCc4ccccn4)C3)sc2c1 (stereo unspecified)	-4	2.9	2	0.1
Cc1cc(/C=c2/sc3nc4ccccc4n3c2=O)c(C)n1-c1ccc(Cl)c(Cl)c1	7	1.2	5	0.4
COc1ccc(COn2ccc3ccc(S(C)(=O)=O)cc32)cc1	42*	-0.5	-3	-0.1
Cc1nc2ccc(-c3ccc4nc(C)n(N)c(=O)c4c3)cc2c(=O)n1N	5	1.3	-8	0.1
CCCCC[C@H](O)/C=C/[C@H]1[C@H](O)CC(=O)[C@@H]1CCCCCCC(=O)NCCO	.	-0.2	-3	.
COc1ccc(NC(=O)C2CCCN2C(=O)Nc2cccc(C)c2)c(OC)c1 (stereo unspecified)	12	0.0	7	0.6

Entries from the list above with an NH in an aromatic ring:
molecule	TEAD-YAP inh	GPR151 activ	MITF primary	FBW7 activator
CCOC(=O)c1c(C)[nH]c(C(=O)COC(=O)c2cn(CC)c3nc(C)ccc3c2=O)c1C	-2	-0.2	0	-0.1
CCCc1cc(=O)[nH]c(SCC(=O)NC(C)c2ccccc2)n1 (stereo unspecified)	1	0.7	9	0.1

Following part:
molecule	TEAD-YAP inh	GPR151 activ	MITF primary	FBW7 activator
O=C(Nc1ccccn1)c1ccc(S(=O)(=O)N2CCOCC2)cc1	-13	0.3	-2	-0.1
Cc1noc(C)c1C(=O)Nc1nc2ccc(S(C)(=O)=O)cc2s1	-6	-5.4	9	0.5
COc1ccc(C2C(C(=O)OCC3CCCO3)=C(C)NC3=C2C(=O)CC(C)(C)C3)c(OC)c1OC (stereo unspecified)	6	3.0	12	0.2
CC(=O)N1CCc2c(c(-c3cccs3)nn2Cc2ccccc2)C1	25	0.8	0	-0.1
Cc1cc([N+](=O)[O-])nn1CC(=O)N(C)Cc1ccccc1	-1	1.0	12	0.2
C/C(=C\C(=O)N1CCc2ccccc21)C(=O)O	5	0.2	7	0.0
Cc1ccc(CN(C(=O)C(C)Oc2ccc(C(C)C)cc2)C2CCS(=O)(=O)C2)o1 (stereo unspecified)	0	2.1	12	0.1
CCOC(=O)CCn1c(=O)c2c(nc3n(-c4ccc(OCC)cc4)c(C)cn23)n(C)c1=O	-6	2.9	-1	0.3
CCC(=O)N1c2ccccc2NC2=C(C(=O)CC(c3ccc(OC)cc3)C2)C1c1ccc(C(=O)OC)cc1 (stereo unspecified)	1	2.0	-4	-0.1
Cc1c(N2C(=O)CSC23C(=O)Nc2ccccc23)c(=O)n(-c2ccccc2)n1C (stereo unspecified)	7	0.9	-3	0.0
CCOC(=O)/C(N=Nc1ccc([N+](=O)[O-])cc1)=C(\O)CCl	-11	0.8	-10	-0.1
COCCNC(=O)CC(=O)N/N=C/c1ccc(OC)cc1OC	-8	-0.4	-3	-0.1
N#Cc1ccc(COC(=O)c2ccc(S(N)(=O)=O)cc2)cc1	2	-0.5	-1	0.0
Nc1ncnc(N/N=C/c2ccc(O)cc2)c1[N+](=O)[O-]	68*	-2.9	-2	-0.1
CCOC(=O)c1c(NC(=O)CSc2nc(-c3ccccc3)c(C#N)c(=O)[nH]2)sc2c1CCC2	-1	-2.0	7	0.2
CC(=O)Nc1ncc(Br)cc1[N+](=O)[O-]	-1	-1.0	-3	0.2
COc1ccc(NC(=O)CN2C(=O)C3C4CCC(C4)C3C2=O)cc1-n1cnnn1 (stereo unspecified)	-4	0.4	4	0.0
CC(CN1CCOc2ccc(C(O)c3cccnc3)cc2C1)c1ccccc1 (stereo unspecified)	-5	-0.6	8	-0.1
O=C(COc1ccccc1)NC(=O)NC(c1ccccc1)c1ccccc1	-8	1.0	-4	0.0
O=C(CN1CCN(C(=O)NC2CCCCC2)CC1)c1ccco1	-2	-1.1	7	0.6

2 compounds picked at random from the list so far, as already listed:
molecule	TEAD-YAP inh	GPR151 activ	MITF primary	FBW7 activator
N#Cc1ccc(COC(=O)c2ccc(S(N)(=O)=O)cc2)cc1	2	-0.5	-1	0.0
Nc1ncnc(N/N=C/c2ccc(O)cc2)c1[N+](=O)[O-]	68*	-2.9	-2	-0.1

Limited to FBW7 activator, for four of the compounds above:
molecule	FBW7 activator
COCCNC(=O)CC(=O)N/N=C/c1ccc(OC)cc1OC	-0.1
N#Cc1ccc(COC(=O)c2ccc(S(N)(=O)=O)cc2)cc1	0.0
Nc1ncnc(N/N=C/c2ccc(O)cc2)c1[N+](=O)[O-]	-0.1
CCOC(=O)c1c(NC(=O)CSc2nc(-c3ccccc3)c(C#N)c(=O)[nH]2)sc2c1CCC2	0.2

(further entries)
molecule	TEAD-YAP inh	GPR151 activ	MITF primary	FBW7 activator
O=C(NCCOc1cccnc1)c1ccc(OC2CCN(CCc3ccccc3)CC2)cc1	42*	-1.6	17	-0.1
O=C(NC(c1ccccc1)c1ccccn1)C1CCN(C(=O)Cc2cccs2)CC1 (stereo unspecified)	4	-0.7	22	0.4
CCCCCn1c(SCc2ccc(Cl)cc2)nc2cc(C(=O)N3CCC(C(N)=O)CC3)ccc2c1=O	2	0.3	-11	-0.1
CC(=O)Nc1ccccc1NC(=O)C(F)(F)F	-6	-0.3	10	0.0
COC(=O)c1ccc(NC(=O)/C(=C\c2ccc3c(c2)OCO3)NC(=O)c2ccccc2)cc1	-1	0.9	-8	-0.1
COc1ccc(-c2nc3ccccc3c(=O)n2OC(=O)/C=C/c2ccc(Cl)cc2)cc1OC	-42	-0.3	-14	-0.1
O=S(=O)(c1ccc(Br)s1)N1CCN(c2ncccn2)CC1	-9	-1.0	1	0.1
CNC(=O)c1c(NC(=O)CCc2ccccc2)sc2c1CCCCC2	3	1.4	-10	0.0
COc1ccc(CNC(=O)CCn2cccc2)cc1	0	0.3	5	0.4
Cc1cccc(N(CC(=O)Nc2ccc3ccccc3c2)S(C)(=O)=O)c1C	0	0.2	-9	-0.2
Cc1ccc(C2C3=C(Nc4ncnn42)c2ccccc2OC3c2cccc(Br)c2)cc1 (stereo unspecified)	-1	-0.1	4	0.1

Bioassay records deposited in PubChem BioAssay by The Scripps Research Institute Molecular Screening Center.
